# CD11b adhes inh: CD11b/CD18-fibrinogen binding inhibition. 93,000 tested, 0.54% active. K562 CD11b/CD18 adhesion to fibrinogen, ATPlite luminescence; Mn2+ added to activate the integrin. AID 1497. P05107+P11215. inhibition, % at 10 µM;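 active = primary inhibition of 50% or more at 10 µM, then 40% or more on retest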; also: some results filed as inactive read as strong as hits
# PLAP activator: human PLAP activation. AID 696. activation fold at 20 µM. P05187. purified PLAP enzyme, luminescent substrate read-out; stronger effect = higher value. 96,000 tested, 1.2% active; in the data active = activation fold above about 2
# FAK blocker: blocks human focal adhesion kinase activity. Q05397. biochemical FAK kinase activity assay. inhibition, %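 (tested at 7 µM)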. 97,000 tested, 0.84% active. AID 727; in the data active = inhibition above about 19%;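 also: 0% = DMSO and 100% = reference compound high control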
# ERa coact pot: enhances coactivator binding to human estrogen receptor alpha | TR-FRET ERalpha-LBD/SRC-Cy5 coactivator binding, 2 h; 100 = basal binding, no effect | 86,000 tested, 1.3% active | AID 639 | coactivator binding (% of control), % at 25.6 µM; in the data active = activity above about 200%;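 also: binding measured in presence of low estradiol as agonist stimulus; 0% = peptide alone without receptor and 100% = receptor with peptide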
# Target sequence (P03372 whole entry, looked up, the tested form may be a part): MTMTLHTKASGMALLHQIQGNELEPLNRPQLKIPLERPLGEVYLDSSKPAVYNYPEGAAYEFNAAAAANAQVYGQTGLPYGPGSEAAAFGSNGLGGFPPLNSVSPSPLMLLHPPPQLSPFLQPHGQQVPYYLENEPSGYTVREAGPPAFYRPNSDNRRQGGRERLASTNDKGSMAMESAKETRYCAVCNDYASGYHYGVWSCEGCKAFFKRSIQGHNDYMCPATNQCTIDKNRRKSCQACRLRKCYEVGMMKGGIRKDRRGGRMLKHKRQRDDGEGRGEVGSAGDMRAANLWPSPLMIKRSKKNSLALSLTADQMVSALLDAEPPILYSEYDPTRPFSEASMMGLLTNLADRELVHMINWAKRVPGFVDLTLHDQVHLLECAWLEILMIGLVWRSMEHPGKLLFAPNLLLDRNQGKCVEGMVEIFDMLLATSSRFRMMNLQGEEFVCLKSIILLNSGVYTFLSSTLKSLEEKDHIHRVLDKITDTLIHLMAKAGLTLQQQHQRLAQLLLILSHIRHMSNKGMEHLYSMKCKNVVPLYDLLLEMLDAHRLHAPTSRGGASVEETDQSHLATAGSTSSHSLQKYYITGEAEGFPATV
# CD11b adhes enh: increases human CD11b/CD18 adhesion to fibrinogen; P05107+P11215; K562 CD11b/CD18 adhesion to fibrinogen, ATPlite luminescence; activation, % at 10 µM; 93,000 tested, 0.07% active; AID 1499;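 active = 10 µM primary screen giving 50% or more activity, confirmed by 40% or more on retest at that dose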; also: strong numbers were not always called active; reference of the scale not given here
# ERb coact inh: blocks coactivator binding to human estrogen receptor beta | Q92731 | 86,000 tested, 1.3% active | inhibition, % at 25.6 µM | TR-FRET ER-beta LBD / SRC1-Cy5 peptide binding; receptor agonist-loaded with 1 µM estradiol;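 active = compounds whose percent inhibition of the receptor-coactivator binding signal exceeds about 50% in the single-dose screen, limit read from the data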;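 also: 0% = receptor plus peptide wells without compound and 100% = peptide-only wells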
# Target sequence (Q92731 whole entry, looked up, the tested form may be a part): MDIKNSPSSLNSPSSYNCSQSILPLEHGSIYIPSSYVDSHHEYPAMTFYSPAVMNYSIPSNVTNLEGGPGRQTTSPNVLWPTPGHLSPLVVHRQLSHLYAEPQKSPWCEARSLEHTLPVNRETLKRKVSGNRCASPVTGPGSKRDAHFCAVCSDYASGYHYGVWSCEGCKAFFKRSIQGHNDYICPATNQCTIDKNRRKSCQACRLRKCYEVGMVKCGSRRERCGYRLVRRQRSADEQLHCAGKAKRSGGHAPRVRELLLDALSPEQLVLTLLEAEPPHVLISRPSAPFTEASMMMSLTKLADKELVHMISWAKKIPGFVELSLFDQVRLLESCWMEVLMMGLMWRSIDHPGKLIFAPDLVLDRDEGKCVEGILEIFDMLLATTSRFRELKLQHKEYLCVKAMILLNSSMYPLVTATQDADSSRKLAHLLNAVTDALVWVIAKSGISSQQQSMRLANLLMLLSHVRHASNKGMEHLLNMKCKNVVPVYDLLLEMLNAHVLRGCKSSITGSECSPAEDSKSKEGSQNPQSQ
# Ecoli WT expand: E. coli BW25113 growth inhibition, expanded screen; OD600 absorbance; growth inhibition, % at 100 µM; 98,000 tested, 0.15% active;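 active = growth inhibition above about 50% at one test dose, limit read from the data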;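 also: growth measured after 20 h incubation at 37 °C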
# ERa coact inh: ER-alpha (human) coactivator binding inhibition; AID 629; inhibition, % at 25.6 µM; 86,000 tested, 1.7% active; TR-FRET ER-alpha LBD / SRC-1 peptide, estradiol-bound; P03372; in the data active = inhibition above about 50%;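 also: 0% = receptor plus peptide control and 100% = peptide only without receptor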
# MT1-MMP txn act: activates MT1-MMP transcription; HT1080 MT1-MMP promoter luciferase reporter, luminescence, overnight; stronger effect = higher value; activation factor at 10 µM; 86,000 tested, 0.16% active; AID 750;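 active = activation factor of at least 2 for MT1-MMP transcription at 10 µM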
# Starred values were filed as active, the others as inactive; / = no result given; [ ] = remark or other dose. Compounds were not picked by outcome; about 5.1% have a hit in one of these screens.
SMILES,CD11b adhes inh,PLAP activator,FAK blocker,ERa coact pot,CD11b adhes enh,ERb coact inh,Ecoli WT expand,ERa coact inh,MT1-MMP txn act
Cc1cccc(S(=O)(=O)Nc2ccc(C)c3c2OC(C)(C)C3)c1,20,1.3,2,99,1,-6,4,-3,/
Cc1sc2nc(CN3CCCC3)nc(N3CCC(C(N)=O)CC3)c2c1C,1,2*,-3,90,-3,-7,3,4,1.1
CCCCNc1oc(-c2cccs2)nc1S(=O)(=O)c1ccccc1,-14,0.9,-1,100,-2,0[fluorescence artefact?],-8,5,1.2
CC1=CC(=O)C=C(C)C1=NOS(=O)(=O)c1ccccc1,67,1.1,0,91,-6,4,-3,-2[fluorescence artefact?],0.5
O=C(COc1ccccc1O)c1cccs1,0,0.9,/,84[fluorescence artefact?],-1,5,21,-6,1.1
COc1ccccc1-c1cn(S(=O)(=O)c2ccc(F)cc2)nc1N,25,0.9,2,100,-4,12,-1,-16,1.2
O=C(CSc1nnnn1-c1ccccc1)N1CCc2ccccc2C1,-16,0.7,2,119,1,-9,1,-1,1.2
O=c1oc2cc(O)ccc2cc1-c1ccc(F)cc1,-2,1.5,-2,71,0,23,5,16[fluorescence artefact?],1.2
Cc1noc(C)c1COC(=O)c1ccc(-c2nc3ccccc3s2)s1,-5,0.8,-3,152[fluorescence artefact?],2,42[fluorescence artefact?],6,61*[fluorescence artefact?],1.2
O=C(/C=C/c1ccc(Cl)cc1Cl)NC(=S)Nc1ccccn1,4,1,-2,/,-6,/,-4,/,/
COc1cc2c(C(=O)NCCCN3CC(C)CC(C)C3)cn(CC(C)C)c(=O)c2cc1OC (stereo unspecified),9,1.6,2,105,0,-1[fluorescence artefact?],-1,2[fluorescence artefact?],1.1
COC(=O)c1cn(-c2ccccc2)nc1-c1ccccc1,-2,0.8,2,101,-3,6[fluorescence artefact?],-6,7,1
Cc1cc(NC(=O)c2cc3n(n2)C(C(F)(F)F)CC(c2ccco2)N3)n(-c2ccccc2)n1 (stereo unspecified),2,1.3,0,111,33,4,-3,-6,0.9
CCOC(=O)C1=C(C)NC(=O)NC1c1ccc(OCC(N)=O)cc1 (stereo unspecified),/,/,1,124,/,-10,/,-2,1.1
C=CCn1c(CSc2nc3ccccc3s2)nnc1SCC(=O)NCCN1CCOCC1,4,1.3,-1,86,-2,4,1,4,1.1
O=C(N/N=C/C=C/c1ccccc1)c1ccccc1Br,/,1.3,-1,74[fluorescence artefact?],/,7,3,16,1.4
Cc1ccc(/C(N)=N/OC(=O)Oc2ccccc2)cc1,-49,0.8,-3,104,-2,24,-11,11,0.9
O=C(CSc1ccc2nnc(-c3ccc(F)cc3)n2n1)NCC1CCCO1 (stereo unspecified),-6,1,-2,79,0,-9[fluorescence artefact?],-7,-10,1.1
COc1ccc(N2CCN(C(c3cc(OC)ccc3OC)c3nnnn3Cc3ccco3)CC2)cc1 (stereo unspecified),0,1.4,/,/,7,/,-13,/,/
Cc1nc2sc3c(c2c(=O)[nH]1)CCC3,-2,1.4,/,89,-3,10,-5,4,1.1
CC(C)(C)C1CCc2[nH]nc(C(=O)O)c2C1 (stereo unspecified),-22,1.5,0,98,1,0,-2,-1,1.4
COc1ccccc1OC1=NS(=O)(=O)c2ccccc21,4,0.9,4,16,-3,3[fluorescence artefact?],-8,78*[fluorescence artefact?],1
Cc1ccc(CNC(=O)C2CC(=O)OC23CCCC3)c(C)c1 (stereo unspecified),/,/,-1,53[fluorescence artefact?],/,33,1,49,1.1
Cc1ccc(C(C(=O)NC2CCCCC2)N(Cc2ccco2)C(=O)C2COc3ccccc3O2)o1 (stereo unspecified),-1,1.2,-1,108,6,-11,-4,3,1.2
COC(CNc1cc(=O)oc2ccccc12)OC,4,0.8,1,97,-3,-1,1,-4,1.4
CC(C)COC(=O)CNc1n[nH]c(=S)[nH]c1=O,3,1.4,-2,94,-3,-2,-6,-3,1.1
CCC(c1nnnn1CS(=O)(=O)c1ccc(C)cc1)N1CCN(c2nc3ccccc3s2)CC1 (stereo unspecified),31,1.8,3,116,-5,-16[fluorescence artefact?],-9,-5,1
O=c1c(Cc2ccccc2)c(O)nc2n1CCCS2,-2,0.9,-4,102,-4,-6,-5,4,1.2
CCOc1ccc(N(CC(=O)Nc2ccc3c(c2)OCCO3)S(=O)(=O)c2c(C)noc2C)cc1,-3,0.9,2,139,9,-2[fluorescence artefact?],0,0,1
CC(C)c1cc(C(=O)N2CCN(C(c3ccccc3)c3ccccc3)CC2)no1,/,/,/,100,/,6,/,-3,1
CCOc1ccc(NC(=O)c2ccc(C#CC(C)(C)O)cc2)cc1,-27,0.9,3,/,3,/,-4,/,/
C=CCn1c(SCCCCCC)nc(O)cc1=O,6,1.1,-2,90,8,-9,5,-7,1.2
CCc1ccc(NC(=O)CSc2nnc(-c3ccccn3)n2C)cc1,-4,1.5,0,114,-4,-31,5,-25,1
O=C(CCS(=O)(=O)c1cccs1)NC1CCCCCC1,4,0.9,4,/,1,/,2,/,1.7
Cc1cccc(NC(=O)c2cc3ccccc3c(=O)o2)n1,/,/,/,130[fluorescence artefact?],/,-18,/,-32,0.8
COc1cccc(NC(=O)Nc2nnc(N3CCCCC3C)s2)c1 (stereo unspecified),/,/,/,97,/,-1,/,-5,1.5
Cc1ccc(-n2c(SCC(=O)NCc3ccc4c(c3)OCO4)nnc2-c2cccnc2)c(C)c1,-4,1.4,-6,93,-2,-9,-5,-3,1
COc1ccc(-n2c(SC)nc(O)c(Cc3ccccc3)c2=O)cc1,2,1,6,/,1,/,-4,/,/
CCC(C)[C@@H](C(=O)Nc1ccc(OC)c(OC)c1)N1Cc2ccccc2C1=O (stereo partly specified),1,1.5,-3,124,-2,20,7,4,1.1
CCOC(=O)CSc1cn2c(n1)CCC2,/,/,-1,105,/,-3,-7,1[fluorescence artefact?],1.1
Clc1ccc(-c2nnc3sc(-c4ccco4)nn23)c(Cl)c1,-9,1.2,/,124,6,8,/,-12,1.1
COc1ccc(N2CCN(CCNC(=O)CCNS(=O)(=O)c3cccs3)CC2)cc1,5,1.1,/,107,-6,2[fluorescence artefact?],4,-1[fluorescence artefact?],1.1
COC(=O)c1c(-c2cccs2)csc1NC(=O)CSc1ncnc2sc(C)c(C)c12,-7,1.2,-3,/,-2,/,-14,/,/
O=C(COC(=O)c1c2ccccc2cc2ccccc12)Nc1ncc(C(F)(F)F)cc1Cl,-5,1.3,-2,114,-3,1,-8,0,1
Cc1ccc(S(=O)(=O)NC2=NCN(CCOC(=O)c3ccccc3)CN2)cc1,0,0.9,-2,105,-1,-13,0,-8,1
COc1ccccc1N1CCN(Cc2nc3ccsc3c(=O)[nH]2)CC1,6,1,0,/,0,/,2,/,/
CCC(CC)c1nc2cc(OC)c(OC)cc2c(=O)o1,-27,1.4,/,129[fluorescence artefact?],-4,2[fluorescence artefact?],2,4[fluorescence artefact?],1.2
Cn1c(NC(=O)c2cccs2)c(-c2cccs2)c(=O)c2ccccc21,-13,0.9,9,50[fluorescence artefact?],-3,48,-10,28,1
O=C(CSc1nnc(C2CC2)n1Cc1ccccc1)c1cc2ccccc2o1,10,1.4,5,103,3,0,-6,3,1.1
O=C(c1ccc2nc(N3CCCCC3)sc2c1)N1CCN(c2ccccn2)CC1,7,1.4,/,114,-5,-9,/,-3,1.3
Cc1cccc(NC(=O)C2CC(=O)OC23CCCCC3)c1 (stereo unspecified),-7,0.9,1,90,-4,3,7,-2,1
CC(C)(C)c1cc(C(=O)N/N=C/c2ccc(F)cc2)n(-c2ccccc2)n1,-32,1.2,3,/,0,/,-17,/,/
CC(=O)Oc1ccc(Oc2ccc(-c3noc(C)n3)cc2)cc1,-49,1,0,92,14,-18,5,-18,1.5
Cc1cccc(NS(=O)(=O)c2cccs2)c1,0,1.1,4,92,-2,6,1,-4,1.4
Cc1cnc(NC(=O)c2cc3c(C)nn(-c4ccccc4)c3s2)s1,-13,1.7,-5,155,52,12,-6,20,1.2
c1ccc2c(c1)OCC(c1nnc3sc(-c4ccc5c(c4)OCO5)nn13)O2 (stereo unspecified),-8,1.3,-3,109,1,11,-16,24[fluorescence artefact?],1.1
CCC(C)Nc1nc2c(c(=O)[nH]c(=O)n2C)n1CCC(C)C (stereo unspecified),/,/,-6,99,/,-2,3,2,1.1
CCOC(=O)C1CCc2sc(N)c(C#N)c21 (stereo unspecified),-2,1.1,-1,101,0,-24,1,-22,1.2
COCCNC(=O)CSc1nc2c(n1-c1ccccc1)CCCC2,/,/,3,108,/,7,-2,8[fluorescence artefact?],1
Cc1nc2[nH]c(=S)[nH]c2cc1Br,-8,1.1,-1,/,-2,/,4,/,/
# The list goes on.
SMILES,CD11b adhes inh,PLAP activator,FAK blocker,ERa coact pot,CD11b adhes enh,ERb coact inh,Ecoli WT expand,ERa coact inh,MT1-MMP txn act
CCOC(=O)C1=NN(c2ccc(Cl)cc2)C(c2ccccc2)CC1=O (stereo unspecified),/,/,-8,91,/,-5,/,-11,1.2
CCSc1nnc2c(Cl)cc(Cl)cn12,-1,0.8,3,125,1,-11,0,-2,1.1
CC(C)CCNC(=O)NC(=O)CSc1nnc(-c2ccccc2F)n1N,-48,0.8,1,110,3,-17[fluorescence artefact?],1,-6,1.2
CCN1C=C(Cc2ccccc2C)C2=C(C1)C(c1ccccc1C)C(C#N)=C(N)O2 (stereo unspecified),6,1.8,6,/,-1,/,-4,/,/
CC(NC(=O)C1C(=O)N(CCO)C2(C)CC1c1ccccc1O2)c1ccccc1 (stereo unspecified),/,1.3,0,109,/,-7,-3,0,1
Nn1c(=O)c2ccccc2n2c(SCc3ccccc3)nnc12,-6,0.9,5,102,5,-45[fluorescence artefact?],-4,-2,1.1
CCc1cc(N2CCOCC2)cc2c1[nH]c1ccccc12,-3,0.9,1,97[fluorescence artefact?],3,34[fluorescence artefact?],-1,21[fluorescence artefact?],1.1
CCNc1ccc(Br)cc(C(=O)/C=C/c2ccc(Cl)cc2Cl)c1=O,/,/,0,101[fluorescence artefact?],/,76*[fluorescence artefact?],/,85*[fluorescence artefact?],1
CSc1nc(-c2ccco2)nn1C(=O)CCc1ccccc1,3,1.1,-3,79,-5,2,-6,7,1
Cn1c(=O)n(C)c2cc(NS(=O)(=O)c3ccc4c(c3)CCCC4)ccc21,69,1.1,1,131,-9,-4,-5,-13[fluorescence artefact?],1.5
CCc1c(C)c2ccc(OCC(=O)N(C)C)c(C)c2oc1=O,9,1.1,-1,104,-4,-27[fluorescence artefact?],4,-21,1.1
Cc1ccc(S(=O)(=O)Nc2ccc3nc(N)sc3c2)cc1,21,1.3,9,98,1,-4,12,-80[fluorescence artefact?],1.1
CCOc1ccc2nc(N3CCC(C(=O)N4CCN(c5ncccn5)CC4)CC3)sc2c1,/,/,/,99,/,-1[fluorescence artefact?],/,-6,1.2
Cc1cccc(N2CCCC2=Nc2ccc(Br)cc2C#N)c1,2,0.9,4,/,-3,/,-8,/,/
CCN(C(=O)COC(=O)c1ccc(OCc2c(C)noc2C)cc1)c1ccccc1,2,1.7,0,96,-1,-4,-9,-2,1.1
O=C(CN1C(=O)CCS(=O)(=O)c2ccccc21)Nc1ccc2c(c1)OCCO2,/,/,3,113,/,2,-7,-5,1

# 3 of these compounds, reformatted.
> O=C(CN1C(=O)CCS(=O)(=O)c2ccccc21)Nc1ccc2c(c1)OCCO2
  CD11b adhes inh: /	PLAP activator: /	FAK blocker: 3	ERa coact pot: 113	CD11b adhes enh: /	ERb coact inh: 2	Ecoli WT expand: -7	ERa coact inh: -5	MT1-MMP txn act: 1
> CCN(C(=O)COC(=O)c1ccc(OCc2c(C)noc2C)cc1)c1ccccc1
  CD11b adhes inh: 2	PLAP activator: 1.7	FAK blocker: 0	ERa coact pot: 96	CD11b adhes enh: -1	ERb coact inh: -4	Ecoli WT expand: -9	ERa coact inh: -2	MT1-MMP txn act: 1.1
> CCOc1ccc2nc(N3CCC(C(=O)N4CCN(c5ncccn5)CC4)CC3)sc2c1
  CD11b adhes inh: /	PLAP activator: /	FAK blocker: /	ERa coact pot: 99	CD11b adhes enh: /	ERb coact inh: -1[fluorescence artefact?]	Ecoli WT expand: /	ERa coact inh: -6	MT1-MMP txn act: 1.2
